Bioassay records (PubChem)
GRP78 ERSR act: inducers of ER stress response in human glioma cells; Potency, µM, without a hit: at the top dose activation, most hits filed as activators; hit rate 0.02% among 420,000; AID 602332; U87-MG GRP78 promoter luciferase reporter, 16 h; note: potency is the fitted concentration of half-maximal effect; series mostly up to about 76 µM; % of control where 0% means no effect; nearly all actives have a fitted effect of over 35% in size
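ERSR induction read as luciferase luminescence (Bright-Glo, 10 min at room temperature) in stably transfected human U87-MG glioma cells exposed to compounds for 16 h, using GRP78 as sensor.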
RGS4 inhibitor: blocks human RGS4-accelerated GTP hydrolysis | hit rate 0.039% among 390,000 | Transcreener GDP fluorescence polarization, RGS4-accelerated GTP hydrolysis | P49798 | Potency, µM (top dose mostly 114 µM), without a hit: at the top dose activity change, negative = inhibition, actives largely listed as inhibitors; note: potency is the fitted concentration of half-maximal effect; % is set by controls: 0 for no effect and ±100 for the full control effect; nearly all actives have a fitted effect of over 75% in size; some results filed as inactive show a strong effect at the top dose
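MLSMR compounds (23 nl, pin-transferred) preincubated 10 min at room temperature with a 500nM (2x) first reagent, then RGS4 at 900nM (2x) plus Transcreener GDP mix added; fluorescence polarization (620/688 nm) read before and after 90 min at 30 °C.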
D2 ag: activates the human D2 dopamine receptor | P14416 | HEK293 T-REx D2 cells, calcium flux agonist mode | activation, % at 2 µM | hit rate 0.53% among 340,000 | AID 485358;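 active = activation over 3 SD above normal in the single-dose calcium agonist read, cut at about 30% in these data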; note: 0% is about no effect
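HEK293 Trex D2 cells, tetracycline-induced, o/n 30 C 5% CO2; no-wash Ca dye, RT 30–90 min; 10-cycle baseline, 23 nl cpd added, kinetic Ca read 180 s; agonist hits = positive Ca response.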
D2 antagonist: antagonizes the human D2 dopamine receptor; P14416; HEK293 TREx D2 cells, calcium flux, dopamine EC80; inhibition, % at 10 µM; hit rate 2% among 340,000; in the data active = inhibition above about 30%; note: 0% is about no effect
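Calcium mobilization kinetics were recorded at 1 s intervals in tetracycline-induced HEK293 T-REx D2 cells, first for 180 s after compound addition and then 180 s after EC80 dopamine.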
Vif-APOBEC3F blk: Vif-A3F binding inhibition; hit rate 0.2% among 390,000; Potency, µM (doses to about 46.1 µM), for inactives: at the highest dose activity, negative = active; HeLa A3F-eYFP + Vif (tagged APOBEC3F with the HIV-1 protein that degrades it), YFP fluorescence increase; note: potency is the fitted concentration of half-maximal effect; % of control where 0% means no effect; nearly all actives have a fitted effect of over 65% in size
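HeLa cells stably expressing A3F-eYFP plus Vif, plated and incubated overnight at 37 deg C, then exposed to compounds overnight at 37 deg C. Blocked degradation read as raised yellow fluorescence (Ex 488/Em 500-530).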
Vif-APOBEC3G blk: inhibitors of Vif-APOBEC3G interaction; Q9HC16; HeLa A3G-eYFP + Vif (tagged APOBEC3G with the HIV-1 protein that degrades it), YFP fluorescence, overnight; Potency, µM (doses to about 46.1 µM), for the others: at the highest dose activity, negative = active, actives largely listed as inhibitors; hit rate 0.076% among 410,000; AID 602310;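 note: potency is the fitted concentration of half-maximal effect; % is set by controls: 0 for no effect and ±100 for the full control effect; nearly all actives have a fitted effect of over 60% in size; hits raise eYFP signal because A3G escapes Vif-driven loss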
Target sequence (Q9HC16 whole entry, looked up): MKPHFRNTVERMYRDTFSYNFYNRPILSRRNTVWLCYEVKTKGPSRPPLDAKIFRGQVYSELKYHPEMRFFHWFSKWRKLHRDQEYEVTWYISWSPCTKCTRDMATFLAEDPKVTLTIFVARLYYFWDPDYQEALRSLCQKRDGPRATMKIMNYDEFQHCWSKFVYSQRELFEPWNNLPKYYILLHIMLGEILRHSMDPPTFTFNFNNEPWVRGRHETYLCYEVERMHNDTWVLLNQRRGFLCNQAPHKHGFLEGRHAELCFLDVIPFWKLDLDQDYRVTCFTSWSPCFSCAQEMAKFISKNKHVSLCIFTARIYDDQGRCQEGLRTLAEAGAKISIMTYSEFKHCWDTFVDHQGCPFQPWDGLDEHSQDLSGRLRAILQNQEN
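HeLa cells stably expressing Vif and C-terminally eYFP-tagged A3G, seeded overnight at 37 deg C, then exposed to compound by pintool overnight at 37 deg C. Rise in yellow fluorescence (Ex 488/Em 500-530, Acumen) marks blocked Vif-driven A3G degradation.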
LDHA inh: LDHA (human) enzyme inhibition; P00338; purified LDHA, NADH/diaphorase-resazurin fluorescence; hits give low values; activity change, % (values are at about 110 or 230 µM); hit rate 0.15% among 480,000; in the data active = activity change below about -30%; inconclusive = mostly about -25% to -30%;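 note: plate controls were DMSO wells for no effect and wells without enzyme for full effect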
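Resorufin fluorescence (ex540/em590), read at 0 and 20 min after diaphorase/resazurin addition, reports the NADH left after a 5 min room-temperature reaction of 2 nM human LDH5 with 0.06 mM NADH and 0.2 mM pyruvate.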
ALOX12 inh: inhibitors of human 12S-lipoxygenase ALOX12; purified 12hLO, xylenol orange hydroperoxide absorbance; Potency, µM (doses to about 108 µM), for the others: at the top dose activity change, negative = inhibition, hits mostly inhibitors; hit rate 1.1% among 580,000; note: potency is the fitted concentration of half-maximal effect; % is set by controls: 0 for no effect and ±100 for the full control effect
Target sequence (P18054 whole entry, looked up): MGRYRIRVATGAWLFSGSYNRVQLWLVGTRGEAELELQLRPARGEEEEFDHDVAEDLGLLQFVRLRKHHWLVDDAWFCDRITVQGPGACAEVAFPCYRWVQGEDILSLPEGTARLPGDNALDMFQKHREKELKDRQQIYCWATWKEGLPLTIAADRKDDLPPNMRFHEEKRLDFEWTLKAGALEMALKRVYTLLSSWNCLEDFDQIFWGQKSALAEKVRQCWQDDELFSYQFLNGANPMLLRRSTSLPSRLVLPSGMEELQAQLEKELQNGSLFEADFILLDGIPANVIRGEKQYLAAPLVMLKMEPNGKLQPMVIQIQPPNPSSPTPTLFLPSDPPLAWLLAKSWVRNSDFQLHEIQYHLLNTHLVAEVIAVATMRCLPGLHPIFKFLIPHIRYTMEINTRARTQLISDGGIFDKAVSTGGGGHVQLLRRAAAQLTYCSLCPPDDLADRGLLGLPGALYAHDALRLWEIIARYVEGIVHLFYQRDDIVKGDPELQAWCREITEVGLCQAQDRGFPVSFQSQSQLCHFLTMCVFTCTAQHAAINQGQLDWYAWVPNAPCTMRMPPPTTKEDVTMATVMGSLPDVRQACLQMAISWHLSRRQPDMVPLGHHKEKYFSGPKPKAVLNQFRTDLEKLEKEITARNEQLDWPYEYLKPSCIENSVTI
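Purified human 12hLO at 150 nM in 25 mM Hepes, 0.01% Triton X-100, pH 7.0, preincubated 15 min at room temperature with compound. Reaction started with 40 uM arachidonic acid, 30 min at room temperature. Hydroperoxide measured by Fe-xylenol orange, 573/405 nm absorbance ratio.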
ERG-DNA inh: ERG Ets/DNA interaction inhibition; P11308; fluorescence polarization, His-ERG Ets domain / labelled DNA; Potency, µM (highest dose often 76.9 µM), for the others: at the top dose FP activity, negative = inhibition, most hits filed as inhibitors; hit rate 0.028% among 370,000; AID 624246; active = well fitted inhibition curve with a large enough effect in the polarisation, with a control signal flat; inconclusive = small, poorly fitted or top-dose-only effect, or effect the other way, or a change in a side signal; inactive = no such curve, though single readings can be large or run the other way; the % refers to the polarisation;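 note: polarization taken with two DNA probes labelled with fluorescein and Texas red; potency is the fitted concentration of half-maximal effect; % of control where 0% means no effect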
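His-tagged ERG Ets domain (1 uM in the protein solution; 300mM KCl, 50mM Tris-HCl, 1mM EDTA, 1mM DTT, pH 7.5) received compound, then a probe mix of 5 nM fluorescein-DNA and 100nM Texas-615-DNA. Fluorescence polarization was read for both dyes.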
Starred values were filed as active, the others as inactive; ? = inconclusive; / = no result given; & = joins results of further samples; [ ] = dose if it differs, or a comment. Unless noted, calls come from the whole dose curve; as a rule, active = well fitted curve in the direction sought with a large enough effect; inconclusive = small, poorly fitted or top-dose-only effect, or another doubt; inactive = no such curve, though single readings can be large; an effect the other way counts as inactive or inconclusive. A portion of the library (hit frequency here may not be typical).

SMILES | GRP78 ERSR act | RGS4 inhibitor | D2 ag | D2 antagonist | Vif-APOBEC3F blk | Vif-APOBEC3G blk | LDHA inh | ALOX12 inh | ERG-DNA inh
COc1ccc(NS(=O)(=O)c2cccc(C(=O)NNC(=O)c3ccccc3OC)c2)cc1 | -5% | -29% | 0.4 | 0 | 0% | -7% | 2 | -15% | -19%
CCc1ccc2[nH]c3nc(SCCN4CCOCC4)nnc3c2c1 | -1% | -45% | -0.5 | 4 | -2% | -2% | 1 | -2% | 5%
Cc1cc(C)n(-c2nc3ccccc3nc2N2CCN(S(=O)(=O)c3ccc4ccccc4c3)CC2)n1 | -5% | 1% | 0.9 | 3 | -3% | -3% | 3&3 | -17%&4% | 2%
N#Cc1c(N2C(=O)c3ccc(C(=O)O)cc3C2=O)sc2c1CCCC2 | -3% | -27% | 0.3 | 5 | 3% | 2% | 0 | ? | -11%
CC(NC(=O)C[n+]1cccc(Br)c1)c1ccccc1 (stereo not drawn) | -2% | 8% | 0.5 | -13 | -1% | -1% | -11 | ? | 6%
CCOc1cccc(=O)c2c(C)n(-c3ccc(C(=O)O)cc3)c(C)c12 | -1% | -31% | 0.1 | -4 | -4% | 3% | -2 | ? | -2%
CN=C1c2c(-c3ccccc3)c3cc(OC)ccc3n2CCN1C | -3% | -20% | 0.1 | 5 | 2% | 3% | 2 | -18% | -8%
Cc1ncc(CN2CCC(CO)(CCOc3ccccc3)CC2)s1 | -4% | -14%[11.4 µM] | -1.3 | -8 | 3% | 0% | -3 | 20% | -3%
COC(=O)[C@@H](C)NC(=O)c1ccc2oc(CCc3ccccc3)nc2c1 | -1% | -6% | -1.4 | 4 | -3% | -1% | -6 | 10% | 3%
COc1ccc(C2(C)NC(=O)N(CC(=O)NCC(=O)Nc3ccc(F)c(F)c3F)C2=O)cc1OC (stereo not drawn) | -3% | 4% | / | / | -5% | -5% | -8 | -23% | 8%
Cc1cc(NC(=O)c2cncc(Br)c2)n(-c2ccccn2)n1 | -5% | -1% | 0.3 | 12 | -11% | -1% | -1 | 24% | 19%
Cc1ccc(CNC(=O)C2CCN(S(=O)(=O)c3c(C)noc3/C=C/N(C)C)CC2)cc1 | -5% | -16% | -0.5 | -37 | 3% | 2% | -8 | 8% | 1%
COc1ccc(Cl)cc1NC(=O)C12CCC(C)(C(=O)O1)C2(C)C (stereo not drawn) | -4% | -16% | -0.3 | -11 | -8% | 2% | -3 | -8% | -7%
O=C(c1ccc(N2C(=O)C3C4CC(C(Br)C4Br)C3C2=O)cc1)N1CCCCC1 (stereo not drawn) | -1% | 30% | -2.3 | 5 | -9% | 1% | -10 | -4% | 0%
CCCCNC(=O)c1cc(C)no1 | -2% | -4% | 0.2 | -4 | 1% | -2% | -3 | -6% | -8%
COc1ccc(OC)c(C(O)c2ncc(-c3ccccc3Cl)[nH]2)c1 (stereo not drawn) | -4% | / | / | / | / | 0% | -6 | -3% | /
Cc1cnc(NC(=O)CC2CCCC2)s1 | 3% | 2% | 1.1 | 8 | 0% | 0% | -8 | 1% | 1%
CN(Cc1ccccc1)S(=O)(=O)c1ccc(NS(C)(=O)=O)cc1 | -4% | 19% | 0.1 | 0 | 3% | -1% | -3 | 18% | 7%
COc1cccc(-c2nn(-c3ccc(C)cc3)cc2C(=O)N(C)CC(=O)Nc2cccc(F)c2)c1 | -3% | -26% | 0.5 | 19 | 0% | -1% | 1 | 0% | /
C=Cn1cc[n+](CC(=O)c2ccc(Br)cc2)c1 | -3% | 0% | 0.6 | 8 | 6% | 4% | 0 | -20% | 6%
CCC(C)NS(=O)(=O)c1ccc(S(=O)(=O)N(CC(=O)Nc2ccccc2)CC2CCCO2)cc1 (stereo not drawn) | -3% | 5% | -0.6 | -5 | -1% | 0% | -9 | 9% | -2%
COc1cc(C(=O)NC2CCCc3ccccc32)cc(OC)c1OC (stereo not drawn) | -5% | -5% | -0.5 | -13 | -7% | -4% | -6 | -5% | -4%
O=C(Nc1ccccc1Cl)NN1CCCCCC1 | 7% | 21% | / | / | 2% | -1% | -2 | 4% | 2%
COCCNC(=O)C1(C)CCCN(Cc2ccccc2N(C)C)C1 (stereo not drawn) | -2% | / | / | / | / | 1% | 1 | -5% | /
C[C@@H]1CN([C@@H](C)CO)C(=O)CCCn2nncc2CO[C@H]1CN(C)S(=O)(=O)c1ccccc1 | -6% | / | / | / | -10% | 0% | -2 | -2% | /
Cc1ccccc1CNC(=O)C1CCN(c2nnc(C)c3c(C)n(-c4ccccc4)nc23)CC1 | -1% | -6% | / | / | -3% | 1% | -7 | -23% | 7%
CCOC(=O)C1(Cc2cccc(OC)c2)CCN(C2CCOCC2)CC1 | -4% | -1% | -0.3 | -11 | 11% | 1% | -1 | ? | 0%
CC(C)[C@@H](CO)NS(=O)(=O)c1ccc(Br)cc1F | -1% | 10% | / | / | 6% | 3% | -11 | -5% | -8%
O=C1CCC(/C=C/c2ccccc2)=NN1Cc1ccccc1Cl | -5% | -29% | 0.8 | -5 | 9% | -6% | 6 | 69%[activator] | 1%
Cc1cc(=O)oc2cc(OCC3CC(c4ccc(Br)cc4)=NO3)ccc12 (stereo not drawn) | -4% | -12% | / | / | -1% | 0% | -2 | -14% | -5%

Reprinted at random: five compounds from above
SMILES | GRP78 ERSR act | RGS4 inhibitor | D2 ag | D2 antagonist | Vif-APOBEC3F blk | Vif-APOBEC3G blk | LDHA inh | ALOX12 inh | ERG-DNA inh
COc1cc(C(=O)NC2CCCc3ccccc32)cc(OC)c1OC (stereo not drawn) | -5% | -5% | -0.5 | -13 | -7% | -4% | -6 | -5% | -4%
COCCNC(=O)C1(C)CCCN(Cc2ccccc2N(C)C)C1 (stereo not drawn) | -2% | / | / | / | / | 1% | 1 | -5% | /
CCC(C)NS(=O)(=O)c1ccc(S(=O)(=O)N(CC(=O)Nc2ccccc2)CC2CCCO2)cc1 (stereo not drawn) | -3% | 5% | -0.6 | -5 | -1% | 0% | -9 | 9% | -2%
C[C@@H]1CN([C@@H](C)CO)C(=O)CCCn2nncc2CO[C@H]1CN(C)S(=O)(=O)c1ccccc1 | -6% | / | / | / | -10% | 0% | -2 | -2% | /
CC(C)[C@@H](CO)NS(=O)(=O)c1ccc(Br)cc1F | -1% | 10% | / | / | 6% | 3% | -11 | -5% | -8%

The list goes on:
SMILES | GRP78 ERSR act | RGS4 inhibitor | D2 ag | D2 antagonist | Vif-APOBEC3F blk | Vif-APOBEC3G blk | LDHA inh | ALOX12 inh | ERG-DNA inh
O=C(NCc1ccc2c(c1)CCN2C(=O)c1ccncc1)c1cccc(Cl)c1 | -4% | -1% | 1.1 | / | 4% | 3% | 0 | -13% | 2%
CCCCC(=O)Nc1ccc2c(c1)nc(CN1CCN(C(=O)OCC)CC1)n2C | 2% | 3% | -0.5 | 15 | -5% | 0% | -2 | -10% | -3%
COC(=O)c1c(SCc2ccc(C#N)cc2)nc(=O)[nH]c1C | -3% | 8% | -0.4 | 26 | -31% | -13% | 0 | 22% | 5%
Cc1ccc(Cn2nnc(C(=O)Nc3cc(C)ccc3C)c2N)cc1 | 4% | 19% | 3.8 | 20 | -4% | 1% | -10 | 0% | 5%
CC(C)(C)CNC(=O)C1(C)CCN1C(=O)Cc1ccc(-c2ccccc2)cc1 (stereo not drawn) | 3% | / | / | / | / | -2% | 2 | 3% | /
Cc1ccc(-n2nnnc2SCC(=O)NC2CC2)cc1C | 0% | 2% | 0.9 | 9 | 1% | 0% | -12 | -9% | 1%
Cc1ccc2nc(C)cc(C(=O)OCC(=O)Nc3cccnc3Cl)c2c1 | -2% | -23% | / | / | 4% | 3% | -1 | 1% | -3%
COc1ccc(/C=C/C(=O)O)cc1S(=O)(=O)N1CCc2ccccc21 | -1% | 1% | 0.7 | -6 | -8% | -2% | -12 | 42%[activator] | -9%
CCCc1cc(=O)[nH]c2nnc(SCC(=O)Nc3nccs3)n12 | -1% | 19% | -0.2 | 10 | 4% | -4% | -2 | -13% | -5%
COc1ccccc1NC(=O)CSc1nc(O)c(Cc2ccccc2)c(=O)[nH]1 | -3% | 14% | 0.3 | -2 | 0% | 1% | -1 | 18% | /
Cc1ccc(C)c(NC(=O)COC(=O)c2cccc(S(=O)(=O)N3CCCC3)c2)c1 | -5% | / | / | / | 2% | -4% | -2 | -12% | /
Cc1ccc(-n2cc(C(=O)OCc3ccc(Cl)cc3)c3ccccc3c2=O)cc1 | 0% | -1% | 0.9 | / | -6% | 4% | 1 | -23% | -1%

As a working copy, part of the list above.
SMILES | GRP78 ERSR act | RGS4 inhibitor | D2 ag | D2 antagonist | Vif-APOBEC3F blk | Vif-APOBEC3G blk | LDHA inh | ALOX12 inh | ERG-DNA inh
CCCc1cc(=O)[nH]c2nnc(SCC(=O)Nc3nccs3)n12 | -1% | 19% | -0.2 | 10 | 4% | -4% | -2 | -13% | -5%
COc1ccccc1NC(=O)CSc1nc(O)c(Cc2ccccc2)c(=O)[nH]1 | -3% | 14% | 0.3 | -2 | 0% | 1% | -1 | 18% | /
Cc1ccc(C)c(NC(=O)COC(=O)c2cccc(S(=O)(=O)N3CCCC3)c2)c1 | -5% | / | / | / | 2% | -4% | -2 | -12% | /
Cc1ccc(-n2cc(C(=O)OCc3ccc(Cl)cc3)c3ccccc3c2=O)cc1 | 0% | -1% | 0.9 | / | -6% | 4% | 1 | -23% | -1%
